Compound activity (PubChem)
Vif-APOBEC3G blk = blocks the Vif interaction with human APOBEC3G | Q9HC16 | HeLa A3G-eYFP + Vif (tagged APOBEC3G with the HIV-1 protein that degrades it), YFP fluorescence, overnight | Potency, µM (doses to about 46.1 µM), for inactives: at the top dose activity, negative = active, usual class: inhibitors | actives 0.076% (n = 410,000) | AID 602310;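 also: potency is read from the fitted curve at half-maximal effect; % is scaled to controls: 0 for no effect and ±100 for the full control effect; nearly all actives have a fitted effect of over 60% in size; hits raise eYFP signal because A3G escapes Vif-driven loss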
Target sequence (Q9HC16 whole entry, looked up): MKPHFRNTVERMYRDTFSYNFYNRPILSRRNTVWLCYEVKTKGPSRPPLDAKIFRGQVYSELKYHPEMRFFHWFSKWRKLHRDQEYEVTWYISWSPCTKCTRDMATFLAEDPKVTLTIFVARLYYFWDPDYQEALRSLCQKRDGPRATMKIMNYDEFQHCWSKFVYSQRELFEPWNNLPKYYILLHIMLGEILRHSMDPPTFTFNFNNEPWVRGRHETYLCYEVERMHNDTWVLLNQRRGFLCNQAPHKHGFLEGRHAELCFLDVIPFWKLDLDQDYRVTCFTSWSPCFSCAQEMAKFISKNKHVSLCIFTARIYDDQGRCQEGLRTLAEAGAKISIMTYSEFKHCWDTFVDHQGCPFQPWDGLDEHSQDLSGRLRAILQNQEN
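Read-out is eYFP fluorescence (Ex 488/Em 500-530) from Vif-expressing HeLa A3G-eYFP cells; more signal means A3G escaped Vif-mediated degradation. Cells plated overnight, compound pinned in, incubated overnight at 37 deg C.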
LDHA inh = blocks human lactate dehydrogenase A. P00338. purified LDHA, NADH/diaphorase-resazurin fluorescence; stronger effect = lower value. activity change, % (values are at about 110 or 230 µM). actives 0.15% (n = 480,000); in the data active = activity change below about -30%; inconclusive = mostly about -25% to -30%;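 also: plate controls were DMSO wells for no effect and wells without enzyme for full effect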
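Remaining NADH was detected by diaphorase (0.133 mg/mL) converting 37 µM resazurin to fluorescent resorufin, read at 0 and 20 minutes. The preceding 5-minute room-temperature reaction used 2 nM LDHA, 0.2 mM sodium pyruvate and 0.06 mM NADH at pH 7.4.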
RGS4 inhibitor = inhibitors of human regulator of G protein signaling 4; P49798; Transcreener GDP fluorescence polarization, RGS4-accelerated GTP hydrolysis; Potency, µM (titrated, usually from 114 µM), for the others: top-dose activity change, negative = inhibition, actives largely listed as inhibitors; actives 0.039% (n = 390,000); AID 504845; also: potency is read from the fitted curve at half-maximal effect; % is scaled to controls: 0 for no effect and ±100 for the full control effect; nearly all actives have a fitted effect of over 75% in size; some results filed as inactive show a strong effect at the top dose
Target sequence (P49798 whole entry, looked up): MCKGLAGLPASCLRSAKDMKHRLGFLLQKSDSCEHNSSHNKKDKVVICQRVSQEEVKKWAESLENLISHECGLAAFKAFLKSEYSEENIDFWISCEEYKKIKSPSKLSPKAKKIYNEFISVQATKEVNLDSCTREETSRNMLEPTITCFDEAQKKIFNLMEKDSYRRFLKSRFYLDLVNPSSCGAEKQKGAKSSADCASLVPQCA
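MLSMR compounds (23 nl, pin-transferred) preincubated 10 min at room temperature with a 500nM (2x) first reagent, then RGS4 at 900nM (2x) plus Transcreener GDP mix added; fluorescence polarization (620/688 nm) read before and after 90 min at 30 °C.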
GRP78 ERSR act = inducers of ER stress response in human glioma cells. actives 0.02% (n = 420,000). Potency, µM, for the others: top-dose activation, hits mostly activators. U87-MG GRP78 promoter luciferase reporter, 16 h; also: potency is read from the fitted curve at half-maximal effect; series mostly up to about 76 µM; % of control where 0% means no effect; nearly all actives have a fitted effect of over 35% in size
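Stably transfected U87-MG human glioma cells carrying a GRP78-based luminescent sensor were seeded at 1000 cells/well, pin-dosed with compounds and incubated 16 h. Luciferase reagent was then added, and end-point luminescence was read after 10 min at room temperature.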
rTrxR1 inhibitor = blocks rat thioredoxin reductase 1 | O89049 | recombinant rTrxR1, NADPH fluorescence consumption, selenite substrate | Potency, µM (series often up to 114 µM), inactives show top-dose activity change, negative = inhibition, hits mostly inhibitors | actives 1% (n = 390,000); also: potency is read from the fitted curve at half-maximal effect; % is scaled to controls: 0 for no effect and ±100 for the full control effect; nearly all actives have a fitted effect of over 65% in size
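Rat TrxR1 (90 nM in the dispensed reagent) was pre-reduced with 400 uM NADPH for 5 min at room temperature, then incubated with compound for 15 min. After 400 uM selenite was added, NADPH fluorescence (Ex 340/Em 450 nm) was followed for 8 min.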
mIDH1 inhibitor = inhibitors of human mutant IDH1 R132H. actives 0.093% (n = 390,000). AID 602179. IDH1-R132H enzyme, NADPH consumption, diaphorase/resazurin fluorescence. O75874. Potency, µM (highest dose often 76.6 µM), for the others: at the highest dose activity change, negative = inhibition, hits mostly inhibitors; also: potency is read from the fitted curve at half-maximal effect; % is scaled to controls: 0 for no effect and ±100 for the full control effect; nearly all actives have a fitted effect of over 65% in size
Target sequence (O75874 whole entry R132H, stated change not applied): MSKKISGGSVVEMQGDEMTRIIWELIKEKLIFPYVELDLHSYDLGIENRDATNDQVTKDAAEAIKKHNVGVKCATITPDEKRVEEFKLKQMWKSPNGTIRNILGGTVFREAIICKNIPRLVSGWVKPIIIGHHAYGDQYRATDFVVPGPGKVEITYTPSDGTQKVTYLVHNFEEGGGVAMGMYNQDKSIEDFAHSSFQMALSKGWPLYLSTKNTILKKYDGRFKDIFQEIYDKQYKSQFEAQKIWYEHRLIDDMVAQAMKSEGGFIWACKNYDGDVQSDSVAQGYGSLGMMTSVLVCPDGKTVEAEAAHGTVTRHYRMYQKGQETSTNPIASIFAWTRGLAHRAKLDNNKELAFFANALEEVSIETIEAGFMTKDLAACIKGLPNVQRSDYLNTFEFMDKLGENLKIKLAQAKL
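IDH1-R132H (0.5 ug/mL) preincubated 30 min with compound, then NADPH (0.016 mM) and alpha-KG (2 mM) added; 80 min at RT, pH 7.5. Remaining NADPH coupled via diaphorase/resazurin to fluorescence (540/590 nm); concentration-response curves normalized to no-enzyme control.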
TrxR1 substrate = rat thioredoxin reductase 1 substrate activity; O89049; purified TrxR1 substrate turnover, NADPH consumption readout; Potency, µM (highest dose often 114 µM), inactives show at the top dose activity change, negative = substrate turnover; actives 0.01% (n = 390,000); AID 588456; also: potency is read from the fitted curve at half-maximal effect; % is scaled to controls: 0 for no effect and ±100 for the full control effect; nearly all actives have a fitted effect of over 50% in size
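Rat TrxR1, dispensed at 90 nM, was prereduced with 400 uM NADPH (final) for 5 min at ~22 deg C, then incubated with compound 15 min before 400 uM selenite. A first-read NADPH fluorescence drop versus no-compound background flagged substrates.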
Vif-A3F inh = Vif-A3F binding inhibition; actives 0.2% (n = 390,000); HeLa A3F-eYFP + Vif (tagged APOBEC3F with the HIV-1 protein that degrades it), YFP fluorescence increase; Potency, µM (series often up to 46.1 µM), inactives show top-dose activity, negative = active; also: potency is read from the fitted curve at half-maximal effect; % of control where 0% means no effect; nearly all actives have a fitted effect of over 65% in size
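HeLa cells stably expressing A3F-eYFP plus Vif, plated and incubated overnight at 37 deg C, then exposed to compounds overnight at 37 deg C. Blocked degradation read as raised yellow fluorescence (Ex 488/Em 500-530).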
USP1-UAF1 inh = inhibitors of human USP1/UAF1 deubiquitinase; O94782; recombinant USP1/UAF1, Ub-Rhodamine cleavage fluorescence; Potency, µM (highest dose often 57.1 µM), inactives show at the highest dose activity change, negative = inhibition, actives largely listed as inhibitors; actives 0.23% (n = 390,000); also: potency is read from the fitted curve at half-maximal effect; % is scaled to controls: 0 for no effect and ±100 for the full control effect; nearly all actives have a fitted effect of over 60% in size; inactives centre near -12
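USP1/UAF1 complex at 1 nM was preincubated with compound for 15 min at room temperature, then Ub-Rho substrate (150nM final) was added. Fluorescence (480/540 nm) was read kinetically, 6 reads every 60 seconds.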
Numbers without * were called inactive; u = inconclusive; x = not tested or not shown; [ ] = another dose, or the depositor's remark. Unless noted, calls follow the shape of the dose curve; as a rule, active = well fitted curve in the direction sought with a large enough effect; inconclusive = small, poorly fitted or top-dose-only effect, or another doubt; inactive = no such curve, though single readings can be large; an effect the other way counts as inactive or inconclusive. Some of the compounds tested (hit frequency here may not be typical).

Under each structure – Vif-APOBEC3G blk	LDHA inh	RGS4 inhibitor	GRP78 ERSR act	rTrxR1 inhibitor	mIDH1 inhibitor	TrxR1 substrate	Vif-A3F inh	USP1-UAF1 inh
1: CCCCn1c(N)c(N(CC(C)C)C(=O)c2oc3ccc(OCC)cc3c2C)c(=O)[nH]c1=O
    -6%	3	-27%	-1%	10%	3%	8%	3%	-9%
2: C=CCC[C@H](Cc1ccc(F)cc1)C(=O)OC[C@H](Cc1c[nH]c2ccccc12)NC(=O)[C@@H](CC=C)CC(=O)N[C@H](CO)Cc1ccccc1
    4%	-1	-22%	-4%	19%[57.1 µM]	6%	-3%[57.1 µM]	-12%	-29%
3: N#Cc1ccc(Oc2cccnc2)cc1C#N
    -1%	3	0%	-8%	37%[activator]	1%	13%	4%	-23%
4: O=[N+]([O-])C1=CC=C2C(=NC3(CCCCC3)N2O)C1=NC1CCCCC1
    -3%	18	-13%	-3%	-25%	-1%	1%	2%	1%
5: CC(C)(C)C(=O)NNC(=O)C1CC1(c1ccccc1)c1ccccc1 (stereo not drawn)
    -6%	-3	-18%[56.9 µM]	-1%	7%	7%	3%	12%	-8%
6: Cc1cc(C)c2sc(NNC(=O)C3COc4ccccc4O3)nc2c1 (stereo not drawn)
    -11%	0	0%	3%	6%	3%	4%	-1%	-11%
7: COc1cc(C2N(c3cc(C)on3)C(=O)C3CCCN32)cc(OC)c1OC (stereo not drawn)
    4%	-4	20%	0%	9%	-3%	2%	-2%	-2%
8: O=C(O)CCC(=O)N1N=C(c2c(-c3ccccc3)c3cc(Cl)ccc3[nH]c2=O)CC1c1ccccc1 (stereo not drawn)
    9%	-8	3%	-2%	-4%[57.1 µM]	-8%	2%[57.1 µM]	7%	-7%
9: CCC(C)Sc1cc(C)c(C#N)c2nc3ccccc3n12 (stereo not drawn)
    1%	-1	-3%	-4%	4%[57.1 µM]	u	-7%	-1%	-20%
10: COc1ccc(S(=O)(=O)Nc2cccc(-c3ccc(N4CCCC4)nn3)c2)cc1F
    -2%	2	-10%	13%	-20%[57.1 µM]	17%	-12%[57.1 µM]	10%	-24%
11: Cc1nnc(NC(=O)c2cccc(F)c2)s1
    -1%	-2	-4%	-1%	4%	7%	-3%	1%	-21%
12: Cc1nn(C(C)C(=O)NCCCN2CCCCC2C)c(=O)c2c1sc1ccccc12 (stereo not drawn)
    6%	-12	-5%	-2%	15%	-3%	5%	-1%	-22%
13: O=C(CN1C(=O)c2cccnc2Oc2ccc(Cl)cc21)NC1CCCCC1
    7%	-11	-22%	-2%	13%[57.1 µM]	13%	13%[57.1 µM]	-6%	-4%
14: COC(=O)c1ccsc1NC(=O)CSc1nnnn1Cc1ccccc1
    -8%	-4	16%	1%	-5%[57.1 µM]	4%	3%[57.1 µM]	0%	-3%
15: CCc1ccc(S(=O)(=O)Nc2cccc(-c3ccc4nncn4n3)c2)s1
    u	-11	17%	-3%	6%	-2%	-5%	17%	-15%
16: COc1ccc(CCNC(=O)CNC(=O)c2ccccc2Br)cc1OC
    3%	-15	40%	-4%	24%[57.1 µM]	-11%	9%[57.1 µM]	-3%	2%
17: CCCSc1ncc(Cl)c(C(=O)Nc2ccc(CC)cc2)n1
    x	8	-20%	x	18%	x	0%	x	-6%
18: COC(=O)[C@@H]1C[C@@]2(O)[C@H](O)[C@H](O)[C@H](O)C[C@H]2N1Cc1ccc(C(F)(F)F)cc1
    -4%	1	4%	-3%	16%[57.1 µM]	-3%	-8%	8%	-18%
19: CCCCN(CC)Cc1ccc(CNS(=O)(=O)c2cc3c(cc2Cl)NC(=O)CO3)o1
    0%	-1	21%	-1%	8%[57.1 µM]	-5%	-2%[57.1 µM]	3%	u
20: Cc1ccc2c(c1)N(C(=O)N1CCC(C(=O)NC3CCCCCC3)CC1)CCO2
    3%	-3	8%	-2%	34%[11.4 µM]	-27%	13%[11.4 µM]	0%	-10%
21: CCOCCCN1CC(C(=O)NCc2ccc3c(c2)OCO3)CC1=O (stereo not drawn)
    5%	-7	5%	-7%	8%[57.1 µM]	-9%	4%[57.1 µM]	-6%	-6%
22: O=C(NC(CC(=O)N1CCN(c2ccc([N+](=O)[O-])cc2)CC1)c1ccccc1)c1ccccc1Cl (stereo not drawn)
    -1%	-3	-9%	-4%	-8%	-8%	-7%	-3%	-11%
23: COCCCNC(=O)C1CCC(=O)N1Cc1ccccc1Cl (stereo not drawn)
    -2%	-6	-4%	-5%	-6%	5%	1%	-10%	-10%
24: CC(=O)Nc1nc(CC(=O)c2ccccc2)cs1
    0%	2	-12%	0%	11%	9%	2%	-15%	u
25: Cc1ccc(CNC(=O)c2ccc(-n3cccc3)cc2)cc1
    2%	4	-23%	2%	6%	0%	3%	-6%	-15%
26: Cc1ccccc1OCC(=O)NC(=S)Nc1ccc(N2CCOCC2)c(Cl)c1
    0%	-3	-3%	-6%	-2%	4%	0%	0%	-4%
27: Cc1cc(/N=C/C=C2/N(C)c3ccccc3C2(C)C)n(CCC#N)n1
    -20%	-3	3%	2%	-7%	0%	-11%	-2%	-13%
28: Cc1cc(OCCCCCNCCO)cc(C)c1Cl
    0%	1	-7%	-7%	13%	4%	3%	0%	-6%
29: Cc1cc(C)c2[nH]c(=O)c(CN(CC3CCCO3)C(=S)NCc3ccco3)cc2c1 (stereo not drawn)
    0%	-10	15%	-4%	23%[57.1 µM]	3%	10%	9%	-2%
30: OC(CSc1ccccc1)CN1CCN(c2ccc(Cl)cc2)CC1 (stereo not drawn)
    -2%	-18	18%	0%	7%[2.29 µM]	6%	10%[57.1 µM]	-16%	-14%
31: CCOc1ccc2[nH]c(=O)c(CN(CCO)C(=O)c3ccc(F)cc3)cc2c1
    -7%	1	-3%	-4%	15%[57.1 µM]	0%	23%[57.1 µM]	-1%	-14%
32: CCN(CC)CCSc1nc2ccccc2n1Cc1ccccc1
    0%	1	20%	1%	33%	-1%	6%	0%	-24%
33: Cn1c(SCC(=O)N2CCN(C(=O)c3ccco3)CC2)nnc1-c1ccc(NS(C)(=O)=O)cc1
    2%	2	-14%	-3%	20%	8%	12%	0%	-12%
34: CC1=C(C(=O)O)N2C(=O)C(NC(=O)c3nn(C)cc3[N+](=O)[O-])C2SC1 (stereo not drawn)
    3%	-3	-48%	-3%	-14%	-2%	5%	9%	-6%
35: COC(=O)N/N=C/c1cc(OC)c(O)c([N+](=O)[O-])c1
    1%	-1	-1%	3%	-16%	4%	-21%	1%	-16%
36: CCOC(=O)c1cc(S(=O)(=O)NCc2ccc(OC)cc2)[nH]n1
    2%	-9	1%	-2%	23%[57.1 µM]	-3%	9%[57.1 µM]	-2%	u
37: COc1ccc(/C=C2\CCc3ccccc3C2=O)cc1O
    u	18	-18%	-12%	-1%	1%	-1%	16%	-27%
38: CC(C)N(Cc1cnn(C)c1)Cc1nc(COc2ccccc2)no1
    0%	-8	u	-2%	18%[11.4 µM]	11%	10%[57.1 µM]	-1%	2%
39: O=C(NNC(=O)c1cc(F)c(F)cc1Cl)c1ccc(NS(=O)(=O)c2cccs2)cc1
    -1%	-2	16%	-5%	18%	-7%	-2%	-3%	-13%
40: CCOC(=O)c1sc(NC(=O)c2ccccc2)cc1C
    -1%	-3	-7%	7%	-12%	2%	21%	-5%	-20%
41: C/C(Cn1nnc([N+](=O)[O-])n1)=N\NC(=O)c1ccncc1
    -3%	29	-3%	-1%	15%[57.1 µM]	18%	2%[57.1 µM]	-9%	-8%
42: CC1CC(C)CN(CCCNC(=O)CN2C(=O)CSc3ccc(S(=O)(=O)N4CCOCC4)cc32)C1 (stereo not drawn)
    2%	-2	17%[56.9 µM]	4%	16%	-5%	-1%	-4%	-12%
43: O=C(CCS(=O)(=O)c1ccccc1F)Nc1ccc(N2CCN(Cc3ccccc3)CC2)cc1
    3%	0	-7%	-3%	10%	2%	2%	5%	-13%
44: Cc1c(Cl)cccc1NC(=O)Nc1ccc(C(=O)N2CCCC2)cc1
    1%	-1	16%	7%	-20%	2%	-15%	-17%	-9%
45: COC(=O)c1ccccc1NC(=O)c1cnc2sccn2c1=O
    -2%	-9	2%	-2%	-9%[57.1 µM]	8%	1%[57.1 µM]	10%	-13%
46: CCc1cccc2c(C(O)(c3c[nH]c4c(CC)cccc34)c3c[nH]c4c(CC)cccc34)c[nH]c12
    -3%	x	x	0%	6%	x	3%	x	x
47: Cc1ccc2c(CN3CCN(Cc4ccccc4Cl)CC3)cc(=O)oc2c1
    3%	-6	6%	-1%	0%	3%	0%	0%	-7%
48: CCNC(=O)c1ccc(NS(=O)(=O)c2ccc3[nH]c(=O)[nH]c3c2)cc1
    3%	-3	0%	-3%	2%	-3%	1%	-2%	-2%
49: O=C(c1cc(-c2ccc(O)cc2)on1)N1CCCCCC1
    1%	-6	-25%	-1%	4%	7%	3%	11%	-28%
50: CCc1ccc(C(=O)NC(CCSC)C(=O)OC)cc1 (stereo not drawn)
    -3%	-5	17%	-1%	6%[57.1 µM]	3%	7%[57.1 µM]	-8%	-5%
